# Source: PubChem BioAssay (several laboratories)
# TNAP inhibition: human TNAP enzyme inhibitors, biochemical, luminescent (AID 518) | 64,000 compounds, 0.09% hits | purified TNAP enzyme, luminescent substrate readout; higher % means a stronger effect | inhibition, % at 20 µM; hits with a dose series show IC50 in µM; in the data active means a potency from the dose series; inactive means the rest, 99 in 100 with inhibition below about 22%;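 further: plate controls were vehicle for no effect and reference inhibitor for full effect; many of its hits are not listed in these tables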
# Spn PMK inh: blocks S. pneumoniae phosphomevalonate kinase | purified PMK, PK/LDH-coupled NADH absorbance 340 nm | inhibition, % at 10 µM | 65,000 compounds, 0.49% hits | AID 539;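 active means top-ranked compounds by inhibition in the single 10 µM screen, taking a fixed number of the strongest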;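 further: 0% = full reaction with DMSO carrier and 100% = background rate without enzyme reaction; no value below 0 was filed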
# MK inhibit: blocks S. pneumoniae mevalonate kinase; 65,000 compounds, 0.48% hits; AID 555; inhibition, % at 10 µM; purified MK, PK/LDH-coupled NADH absorbance 340 nm;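 active means ranked among the strongest by inhibition in the single 10 µM screen, a fixed top-ranked set picked for dose follow-up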; further: no value below 0 was filed
# KRASV12 cytotoxicity: cytotoxicity in KRAS-transformed pancreatic duct cells, primary screen, cell-based, fluorescence, HTS (AID 431). HPDE-C7K KRASV12 cells, Alamar Blue viability, 48 h; higher % means a stronger effect. 63,000 compounds, 1.7% hits. one-dose cytotoxicity, % at 10 µM; EC50 in µM for titrated hits;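 active means compounds whose percent cytotoxicity in the single-dose primary screen, scaled between solvent and toxic-drug controls, exceeds 50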;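 further: 0% = DMSO solvent wells and 100% = doxorubicin-treated wells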
# Bfl-1 inhibitors: displacement of Bid BH3 peptide from Bfl-1 – biochemical, fluorescence polarization, FITC-Bid, mouse, primary screen (AID 432); 64,000 compounds, 0.02% hits; FITC-Bid BH3 peptide fluorescence polarization displacement; higher % means a stronger effect; displacement, % at 20 µM; hits with a dose series show IC50 in µM; in the data active means a potency from the dose series; inactive means the rest, 99 in 100 with displacement below about 15%; further: strong numbers were not always called active
# HT1080 cytotoxicity: HT1080 cell viability loss – fluorescence readout (AID 620); HT1080 viability, fluorescence; higher % means a stronger effect; cytotoxicity, % at 10 µM, or EC50 in µM where a hit was titrated; 87,000 compounds, 0.42% hits;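 further: cells exposed to compound overnight then 4 h with Alamar Blue; 0% = vehicle DMSO and 100% = killing control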
# HPDE-C7 cytotoxicity: HPDE-C7 pancreatic duct cell viability loss – fluorescence, HTS (AID 430). HPDE-C7 pancreatic duct cells viability, fluorescence; higher % means a stronger effect. cytotoxicity, % at 10 µM; hits with a dose series show EC50 in µM. 63,000 compounds, 1.8% hits;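 further: cells exposed to compound for 48 hours before viability readout; 0% = vehicle and 100% = reference cytotoxic drug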
# LYP inhibition: LYP phosphatase inhibitors, primary screen, biochemical, DiFMUP fluorescence, recombinant catalytic domain, 10 µM (AID 606); recombinant LYP catalytic domain, DiFMUP fluorescence; higher % means a stronger effect; one-dose inhibition, % at 10 µM; IC50 in µM for titrated hits; 52,000 tested, under 10 active;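 active means IC50 under 40 µM in the dose-response test; inactive means IC50 of 40 µM or more, or never dose-tested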
# DPM-DC inhibit: inhibitors of Streptococcus pneumoniae diphosphomevalonate decarboxylase; purified DPM-DC, PK/LDH coupled NADH fluorescence; calls only at 10 µM; 65,000 compounds, 0.49% hits;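 active means the 320 compounds with the highest percent inhibition in the single-dose primary screen, excluding strongly autofluorescent ones, cut at about 32% in these data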;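 further: kinetic rate of NADH fluorescence loss reporting ADP formed by the decarboxylase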
# Spn PMK inh pilot replicates: also measured in Spn PMK inh; calls as there; inhibition, %; measured here: pilot screen replicates
# MK inhibit pilot replicates: second read-out of MK inhibit, no call of its own (marks repeat the call); inhibition, %; measured here: pilot screen replicates
# DPM-DC inhibit pilot screen %: recorded beside DPM-DC inhibit, whose call it bears; inhibition, %; measured here: pilot screen trials
# Numbers without * were called inactive; i = inactive; x = not tested or not shown; & = joins results of further samples; [ ] = dose if it differs, or a comment. Unless noted, no stated cut-off is given here; in the data, active means cytotoxicity above about 50%; inactive means the rest.
SMILES,TNAP inhibition,Spn PMK inh,MK inhibit,KRASV12 cytotoxicity,Bfl-1 inhibitors,HT1080 cytotoxicity,HPDE-C7 cytotoxicity,LYP inhibition,DPM-DC inhibit,others
CC1(C(=O)O)CCC(C(=O)N2CCOCC2)C1(C)C (stereo not given),15%,13,3,20%,-1%,-3%,6%,0%,i,
CS(=O)(=O)N(CC(=O)NCc1ccco1)c1cc(C(F)(F)F)ccc1Cl,4%,7,8,8%,-2%,-4%,4%,-6%,i,
Cc1cc(N2C(=O)C3CC=CCC3C2=O)cc(C)c1Br (stereo not given),5%,8,11,4%,-2%,3%,-8%,0%,i,
COc1ccc(NC(=O)C2CCN(c3nc(C)nc4c3CCC4)CC2)cc1,7%,7,4,-3%,3%,-5%,0%,8%,i,
Cc1cccc2nc(CSc3nncn3-c3ccccc3)cn12,12%,0,8,-16%,2%,7%,-9%,12%,i,
CCOCCCNC(=O)C(Cc1ccccc1)NC(=O)c1ccco1 (stereo not given),11%,0,4,-7%,-3%,2%,-8%,6%,x,
COC(=O)c1ccc2c(c1)C(=O)N(C1CCCCC1)C2=O,12%,1,5,-9%,-1%,8%,-2%,x,i,Spn PMK inh pilot replicates=5.5;MK inhibit pilot replicates=1.5;DPM-DC inhibit pilot screen %=5.5
Cc1cccc(N2C(N)=NC(N)=NC23CCCCC3)c1,5%,9,0,2%,-6%,-2%,-19%,4%,i,
CCCCC(CCC(=O)Nc1ccc(C(=O)OC)cc1)C(=O)O (stereo not given),8%,2,0,-3%,6%,8%,-11%,6%,i,
O=C(O)c1ccc(N2C(=O)C3ON(c4ccccc4)C(c4ccccc4F)C3C2=O)cc1 (stereo not given),4%,4,0,-12%,6%,-14%,-25%,6%,i,
COc1ccccc1NC(=O)Cn1cnc2c(oc3ccccc32)c1=O,5%,4,7,-3%,0%,-4%,-6%,7%,i,
Cc1ccc2c(c1)nnn2C1CCN(CC(=O)c2ccc(Cl)cc2)CC1,13%,12,2,-23%,-11%,3%,-8%,2%,i,
O=C(Nc1nccs1)C1CCCN1S(=O)(=O)c1cccc2cccnc12 (stereo not given),-6%,0,8,-6%,0%,-11%,-2%,-5%,i,
CCOC(=O)Cn1c(=O)oc2cc(S(=O)(=O)NCC3CCCO3)ccc21 (stereo not given),5%,10,4,-1%,-4%,-3%,-5%,9%,i,
Cc1nc2ccc(S(=O)(=O)NC(C(=O)N3CCC(C)CC3)C(C)C)cc2s1 (stereo not given),3%,3,0,-1%,-3%,-13%,3%,0%,i,
CCOc1ccccc1Nc1nc(N)nc(CSc2nccc(C)n2)n1,11%,2,1,16%,9%,-6%,7%,4%,i,
CCCCOC(=O)n1c(=O)oc2ccccc21,5%,0,5,-10%,-4%,3%,-9%,10%,i,
Cc1ccc(-n2c3c(cc(C(=O)N4CCN(C)CC4)c2=O)C(=O)CC(C)(C)C3)cc1,12%,10,2,-16%,2%,7%,-8%,19%,i,
COc1cc(C(=O)CSc2nncn2C)cc(OC)c1OC,14%,17,0,4%,3%,x,0%,6%,i,
CCCN1C(=O)c2ccc(C(=O)NC3CCCCC3)cc2C1=O,8%,0,8,-8%,0%,7%,-6%,12%,i,
COc1ccc(OC)c(NC(=O)C2CCCNC2=O)c1 (stereo not given),14%,12,3,-6%,1%,-4%,3%,x,i,
Clc1ccc(-c2nn3cnnc3s2)c(Cl)c1,11%,3,7,4%,-4%,-2%,0%,10%,i,
CCOC(=O)N1CCC(NC(=O)Cn2ncc3c2-c2cc(C)ccc2OC3)CC1,3%,2,1,-10%,0%,1%,-15%,0%,i,
Oc1ccc(Br)cc1/C=N/n1cnc2ccccc21,6%,6,2,3%,-3%,-2%,-10%,x,i,
Cc1ccc(-c2nc(C#N)c(NCCN3CCCCC3)o2)cc1,2%,6,4,-3%,4%,-1%,9%,-3%,x,
CC1(C)CC2CC(C)(CN2S(=O)(=O)c2ccc(N)cc2)C1 (stereo not given),7%,23,12,-10%,-8%,1%,-10%,x,i,Spn PMK inh pilot replicates=4.0;MK inhibit pilot replicates=1.5;DPM-DC inhibit pilot screen %=2.5
CN1CCc2c(sc(/N=C/c3cccs3)c2C(N)=O)C1,17%,5,11,-14%,10%,-9%,-7%,x,i,
COC(=O)C(Cc1ccccc1)NC(=O)CSc1nc(C)cc(=O)[nH]1 (stereo not given),4%,20,1,10%,3%,4%,-1%,7%,i,
O=C1CC(c2ccco2)CC2=C1C(c1ccccc1)n1nc(C(F)(F)F)nc1N2 (stereo not given),11%,7,9,0%,3%,10%,7%,16%,i,
O=C(CSc1nccc2ccccc12)N1CCN(Cc2ccc3c(c2)OCO3)CC1,6%,11,0,9%,-5%,24%,14%,10%,i,
COc1cc(NS(=O)(=O)c2ccc(N)cc2)ncn1,8%&14%,5&4,3&8,2%&6%,-4%&2%,x,0%&-20%,x,i,Spn PMK inh pilot replicates=2.0;MK inhibit pilot replicates=0.0;DPM-DC inhibit pilot screen %=0.0
Cc1cc(C(=O)N2CCN(c3ncccn3)CC2)sc1-c1ccccc1,3%,4,13,2%,-7%,4%,4%,0%,i,
Nc1ccc(N=Nc2ccccc2)c(N)n1,x,9,0,x,x,4%,x,11%,i,
CN(Cc1ccco1)C(=O)Cn1c(=O)oc2cc(S(=O)(=O)NCc3ccccc3)ccc21,14%,0,8,13%,-4%,2%,13%,8%,i,Spn PMK inh pilot replicates=4.0;MK inhibit pilot replicates=2.5;DPM-DC inhibit pilot screen %=2.0
O=C(NC1CCCCCCC1)c1ccc2c(c1)OCO2,4%,15,9,-11%,-3%,8%,-5%,-7%,i,
Cc1c(Cl)cccc1NC(=O)CSCC(N)=O,10%,6,2,-13%,-9%,-4%,-2%,5%,i,
CC(=O)N1CCN(C(=O)CCc2nc3sc4c(c3c(=O)[nH]2)CCCC4)CC1,14%,11,2,0%,-5%,-2%,-4%,x,i,
Cc1cc2ccccc2cc(C)c1=O,14%,4,0,8%,-4%,-6%,5%,-4%,i,
CCOC(=O)C1=C(C)NC2=C(C(=O)CC(C)(C)C2)C1c1ccc(N(C)C)cc1 (stereo not given),6%,0,0,-14%,-2%,1%,-19%,-19%,i,Spn PMK inh pilot replicates=3.5;MK inhibit pilot replicates=6.0;DPM-DC inhibit pilot screen %=5.5
Cc1ccc(CN2CC34C=CC(O3)C(C(=O)NCc3ccc5c(c3)OCO5)C4C2=O)cc1 (stereo not given),0%,0,9,-16%,-9%,-19%,-24%,8%,i,

# Four entries already listed, arranged by count of non-hydrogen atoms, rising:
SMILES,TNAP inhibition,Spn PMK inh,MK inhibit,KRASV12 cytotoxicity,Bfl-1 inhibitors,HT1080 cytotoxicity,HPDE-C7 cytotoxicity,LYP inhibition,DPM-DC inhibit,others
COC(=O)c1ccc2c(c1)C(=O)N(C1CCCCC1)C2=O,12%,1,5,-9%,-1%,8%,-2%,x,i,Spn PMK inh pilot replicates=5.5;MK inhibit pilot replicates=1.5;DPM-DC inhibit pilot screen %=5.5
COc1cc(C(=O)CSc2nncn2C)cc(OC)c1OC,14%,17,0,4%,3%,x,0%,6%,i,
CCOCCCNC(=O)C(Cc1ccccc1)NC(=O)c1ccco1 (stereo not given),11%,0,4,-7%,-3%,2%,-8%,6%,x,
Cc1ccc2c(c1)nnn2C1CCN(CC(=O)c2ccc(Cl)cc2)CC1,13%,12,2,-23%,-11%,3%,-8%,2%,i,

# Further records follow.
SMILES,TNAP inhibition,Spn PMK inh,MK inhibit,KRASV12 cytotoxicity,Bfl-1 inhibitors,HT1080 cytotoxicity,HPDE-C7 cytotoxicity,LYP inhibition,DPM-DC inhibit,others
CCCc1[nH]nc2c1C(c1c(C)nn(-c3ccccc3)c1Cl)C(C#N)=C(N)O2 (stereo not given),15%,0,4,20%,7%,x,-4%,5%,i,
Cn1ccnc1C(O)c1cc(C(C)(C)C)c(O)c(C(C)(C)C)c1 (stereo not given),-5%,7,19,5%,0%,-3%,3%,6%,i,
CC(NC(=O)Cc1ccc(F)cc1)C(c1cccs1)N1CCN(C)CC1 (stereo not given),x,19,0,x,x,3%,x,16%,i,
O=c1[nH]c(CN2CCN(c3ccccc3)CC2)nc2ccccc12,11%,9,12,-5%,-12%,5%,-7%,10%,i,
CSc1nc(C)c2cc(C)oc2n1,8%,6,18,-1%,4%,10%,-7%,8%,i,
O=C(Cn1cnnn1)Nc1ccccc1Cc1ccccc1,5%,14,0,-5%,-1%,21%,-2%,-13%,i,
COc1cc(-c2cccs2)cc(=O)c2c(C)oc(C)c12,3%,7,2,8%,0%,-19%,6%,8%,i,
Cn1c(=O)c2c(nc(SCC(=O)OCc3ccccc3)n2C)n(C)c1=O,9%,0,5,-1%,5%,3%,-12%,-67%,i,
COc1cc2c(cc1NC(=O)CN1CCN(S(=O)(=O)c3ccc(F)cc3)CC1)oc1ccccc12,4%,4,0,-1%,0%,1%,-2%,4%,i[may fluoresce],Spn PMK inh pilot replicates=0.0;MK inhibit pilot replicates=0.0;DPM-DC inhibit pilot screen %=54
CCOCCCNC(=O)CN1C(=O)CSc2cc(S(=O)(=O)N3CCCCCC3)ccc21,5%,19,1,6%,-6%,3%,10%,x,i,
CCN1CCCC1CNC(=O)C1CCCN(S(=O)(=O)c2cccc3nsnc23)C1 (stereo not given),4%,8,9,34%,-2%,7%,62%*,-4%,i,
CC(=O)c1ccc(NS(=O)(=O)c2ccccc2)cc1,6%,0,12,5%,0%,-12%,-1%,-30%,i,Spn PMK inh pilot replicates=0.0;MK inhibit pilot replicates=1.5;DPM-DC inhibit pilot screen %=0.0
Cc1ccc(NC(=O)c2ccccc2)s1,8%,5,8,-16%,-2%,8%,-22%,9%,i,
COc1ccc(Cc2nnc(NC(=O)c3cccs3)s2)cc1,6%,13,5,-17%,4%,4%,-1%,4%,i,
CCOc1ccc(-c2cc(CCCC(=O)Nc3cc(OC)ccc3OC)no2)cc1,10%,15,3,-3%,-6%,x,-5%,11%,i,
Cc1csc(NC(=O)C(CC(C)C)NS(=O)(=O)c2ccc3c(c2)oc(=O)n3C)n1 (stereo not given),14%,6,8,12%,7%,1%,14%,x,i,
CCOC(=O)N1CCC(C(N)=O)CC1,5%,10,6,0%,-10%,3%,-12%,-2%,i,
CCN(CC)c1ccc(C2CC(=O)NC3=C2C(=O)CC(C)(C)C3)cc1 (stereo not given),5%,13,5,x,-3%,7%,x,-14%,i,
C=CCN=C(NC#N)SCC(=O)c1cccc(OC)c1,11%,7,11,14%,-11%,9%,7%,x,i,
O=C(O)C1C2C=CC(O2)C1C(=O)Nc1ccccc1C(F)(F)F (stereo not given),8%,16,0,3%,-7%,x,-7%,0%,i,
Cc1noc(/C=C/NCc2cccnc2)c1S(=O)(=O)N(C)CC(=O)N1CCc2ccccc21,9%,1,6,2%,-5%,10%,21%,-5%,i,
O=C(c1cccs1)N1CCN=C1SCc1cccnc1,-10%,10,6,-2%,-3%,8%,-9%,10%,i,
O=C(CSc1ccccn1)N1CCN(C(=O)CSc2ccccn2)CC1,4%,0,0,-1%,-4%,-6%,-6%,1%,i,
